# Source: PubChem
# TAAR1 antag = human TAAR1 antagonism. 1.5% of 360,000 active. inhibition, % at 3 µM. CHO RD-HGA16 TAAR1, Fluo-8 calcium fluorescence, antagonist. Q96RJ0;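 active = inhibition above a per-plate cutoff, the mean inhibition of test compounds on that plate plus 3 SD, cut at about 49% in these data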;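 also: 0% = DMSO plus EC80 beta-PEA response and 100% = DMSO alone without agonist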
# Target sequence (Q96RJ0 whole entry, looked up): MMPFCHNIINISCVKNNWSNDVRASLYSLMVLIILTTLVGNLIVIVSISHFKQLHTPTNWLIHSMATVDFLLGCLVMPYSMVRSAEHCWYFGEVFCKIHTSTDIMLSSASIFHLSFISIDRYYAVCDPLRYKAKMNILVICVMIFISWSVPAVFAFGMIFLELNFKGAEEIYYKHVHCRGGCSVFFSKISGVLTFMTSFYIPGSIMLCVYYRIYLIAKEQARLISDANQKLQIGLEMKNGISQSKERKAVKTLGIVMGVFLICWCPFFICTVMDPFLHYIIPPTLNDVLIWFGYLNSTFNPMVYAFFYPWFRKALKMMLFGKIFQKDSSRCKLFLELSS
#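 Test system – hTAAR1-expressing CHO RD-HGA16 cells, Gα16-coupled · Reagent – β-PEA at EC80 concentration, post-compound challenge · Compound dosing – 3 µM, single point · Timing – 140 s kinetic read after compound, 140 s after agonist · Detection – Fluo-8 intracellular calcium dye fluorescence, real-time kinetic reads · Control set – DMSO and EC80 PEA controls · Repeats – n of 1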
# TAAR1 agonist = human TAAR1 agonism; Q96RJ0; CHO RD-HGA16 TAAR1, Fluo-8 calcium fluorescence; vehicle wells 0%, saturating PEA agonist 100%; activation, % at 3 µM; 0.99% of 360,000 active; AID 624467;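 active = activation above the mean activation of all test compounds in the run plus 3 SD, cut at about 38% in these data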
#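 Signal – calcium-sensitive Fluo-8 signal, excitation 470-495, emission 515-575 nm · System – RD-HGA16 (CHO) cells co-expressing Gα16 and hTAAR1 · Incubation – 17-24 h seeding, 75 min 37 °C dye, 30 min RT · Compound dosing – 3 µM single concentration · Repeats – no replicates (n 1)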
# CRFR2-BP antag = blocks CRF-induced signaling of the CRF-BP/CRF-R2 complex. HEK293 CRF-R2/CRF-BP, CRF-induced calcium fluorescence. AID 588475. 0.59% of 350,000 active. inhibition, % at 11.8 µM;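 active = inhibition of the ligand-induced calcium signal above about 50% at the single tested concentration, limit read from the data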
# CHO-K1 Ca PAM = counter-screen for M1 PAMs: effect in parental CHO-K1 cells; ATP EC20, Fluo-8 calcium fluorescence; 0% at ATP EC20, 100% at ATP max; activation, % at 3 µM; 0.02% of 360,000 active;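 active = activation above the run cutoff, the mean activation of all test compounds plus 3 SD, cut at about 40% in these data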;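 also: peak over basal fluorescence ratio in a 140 s read after ATP addition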
# CHRM5 PAM = potentiates acetylcholine response at human M5 receptor. activation, % at 3 µM. AID 624038. CHO-K1 hM5, Fluo-8 calcium, ACh EC20 PAM; 0% = ACh EC20, 100% = ACh EC100. 0.3% of 360,000 active. P08912;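 active = activation above the run cutoff, the mean activation of all test compounds plus 3 SD, cut at about 18% in these data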
# Target sequence (P08912 whole entry, looked up): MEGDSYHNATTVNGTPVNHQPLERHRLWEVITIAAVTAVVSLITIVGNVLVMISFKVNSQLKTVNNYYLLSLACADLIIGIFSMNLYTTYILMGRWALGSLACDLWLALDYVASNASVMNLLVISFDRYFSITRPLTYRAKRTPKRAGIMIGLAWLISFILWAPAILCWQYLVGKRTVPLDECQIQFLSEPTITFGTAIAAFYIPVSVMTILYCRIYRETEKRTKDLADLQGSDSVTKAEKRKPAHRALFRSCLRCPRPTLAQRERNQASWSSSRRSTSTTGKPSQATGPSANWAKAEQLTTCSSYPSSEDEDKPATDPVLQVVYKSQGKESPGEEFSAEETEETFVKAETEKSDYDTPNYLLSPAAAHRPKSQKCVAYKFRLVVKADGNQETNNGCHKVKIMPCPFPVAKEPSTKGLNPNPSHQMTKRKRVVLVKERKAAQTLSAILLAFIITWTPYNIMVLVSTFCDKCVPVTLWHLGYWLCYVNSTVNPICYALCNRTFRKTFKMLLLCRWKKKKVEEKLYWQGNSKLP
#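 Assay system – human M5 receptor in CHO-K1 cells · Read-out – % activation, ACh-normalized · Technique – Fluo-8 calcium fluorescence · Dosing – single-point, 3 µM nominal · Incubation – Fluo-8 loading 80 min at 37 °C plus 30 min room temperature · Repeats – singlicate, one well per test compound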
# M5 antag = blocks acetylcholine activation of human M5 receptor. P08912. CHO-hM5 cells, Fluo-8 calcium fluorescence, ACh EC80. inhibition, % at 3 µM. 0.59% of 360,000 active. AID 624040;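 active = inhibition above a per-plate cutoff, the mean of that plate's test compounds plus 3 SD, cut at about 27% in these data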;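 also: 0% = acetylcholine EC80 with DMSO and 100% = DMSO without agonist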
# M5 ag = CHRM5 agonism in calcium assay. CHO-K1 hM5 cells, Fluo-8 calcium fluorescence; 0% DMSO wells, 100% maximal acetylcholine response. activation, % at 3 µM. 0.19% of 360,000 active;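 active = activation above the run's mean over test compounds plus 3 SD, cut at about 23% in these data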;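 also: signal is peak over basal fluorescence ratio across the kinetic read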
# CHRM4 PAM = CHRM4 positive allosteric modulation; P08173; CHO-K1 hM4/Gqi5, Fluo-8 calcium fluorescence, ACh EC20; 0% = ACh EC20, 100% = maximal ACh; activation, % at 3 µM; 0.4% of 360,000 active; AID 624126;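 active = activation above its plate's cutoff, the mean activation of sample wells plus 3 SD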; also: some results filed as inactive read as strong as hits
# CRFBP-R2 agonist = CRF-BP/CRF-R2 complex agonism | 0.46% of 350,000 active | activation, % at 13.2 µM | HEK293 CRF-R2/CRF-BP, calcium dye fluorescence (FLIPR); percent of saturating CRF peptide response;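 active = activation of at least 50%, plus an integration ratio under a set limit after plate pattern correction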;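 also: plate controls were neutral control wells without compound for no effect and CRF at EC100 for full effect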
# Numbers without * were called inactive; . = no result given.
SMILES,TAAR1 antag,TAAR1 agonist,CRFR2-BP antag,CHO-K1 Ca PAM,CHRM5 PAM,M5 antag,M5 ag,CHRM4 PAM,CRFBP-R2 agonist
COc1cc(CCCN2CCNC[C@@H]2C(C)O)cc(OC)c1OC (some centres undefined),-5,4,3,-8,4,2,3,1,0.1
CCOC(=O)c1c(/N=C/C2=C(O)CCCC2=O)sc(C)c1C,-5,-1,-7,-4,1,-7,-1,-2,-3.8
Cc1ccc2c(CN3CCN(c4ccccc4F)CC3)cc(=O)oc2c1,-18,-1,.,16,4,-5,2,2,.
CCOC(=O)/C=C1\SCC(=O)N1CC(=O)NC(C)c1ccc(F)cc1 (centres undefined),-14,2,-12,11,-3,0,-1,4,1.0
COc1ccc([N+](=O)[O-])cc1N(CC(O)CN(C)C)S(=O)(=O)c1ccccc1 (centres undefined),-15,1,-9,12,-3,1,0,-1,-1.2
O=C(COc1ccc(Br)cc1Cl)NC1CCN(Cc2ccccc2)CC1,-4,6,-12,10,-4,7,-5,-6,2.4
CCOC(=O)c1ccc(Nc2cnc3ccccc3n2)cc1,-29,0,-1,5,-9,14,0,2,0.1
Cc1cccc(NS(=O)(=O)c2ccc(-n3cccn3)cc2)c1C,0,8,-21,13,-6,4,8,-6,2.4
O=C(NC1CCCC1)c1ccc(CS(=O)(=O)c2cccc(C(F)(F)F)c2)o1,-2,4,17,10,-8,6,-1,-4,-0.9
Cc1noc(C)c1COC(=O)CCN1c2ccccc2Sc2ccccc21,9,8,16,-2,5,-6,-2,-6,-0.2
Cn1c(=O)cc(SCC(=O)NCc2ccc(F)cc2)c2ccccc21,-14,2,-3,4,-11,10,-4,6,-0.8
O=C(Nc1nccs1)c1cc(-c2ccco2)nc2ccccc12,45,14,-45,13,-12,10,4,-3,0.9
CCCOc1ccc(C2C(=O)N(C3CCCCCC3)CC(=O)N2Cc2ccco2)cc1OC (centres undefined),15,0,-21,-11,0,3,1,1,-4.7
COc1ccc(N2C(=NC(=O)C3CCCCC3)SC3CS(=O)(=O)CC32)c(OC)c1 (centres undefined),-9,2,3,0,-4,2,-2,-2,-0.6
O=C(/C=C/c1ccco1)NCC1COc2ccccc2O1 (centres undefined),-11,0,17,-11,1,-4,1,1,-1.2
N/C(=N\OC(=O)CCC1CCCC1)c1ccc(Br)cc1,-23,8,-28,-1,1,-3,-5,9,5.0
Cc1cc2nc(-c3cccc(Br)c3)c(CC3CCCCC3)n2c(C)c1Br,-17,-1,.,6,-1,-5,4,6,.
CC(C)NC(=O)C1(C)CCN1C(=O)c1ccc(F)c(Cl)c1 (centres undefined),6,1,.,12,3,5,0,2,.
Nn1cnc2c(c1=O)C1(CCCCC1)Cc1ccccc1-2,-31,6,-19,24,1,4,0,5,-1.3
COc1cc2ccccc2cc1C(=O)Nc1ccccc1C,-11,0,-17,1,-10,1,-18,-8,6.2
CCc1ccc(NC(=O)COn2nnc3ccc(S(=O)(=O)N(C)C)cc32)cc1,12,5,-7,-3,-10,6,1,-6,-3.2
O=S(=O)(Nc1nc2ccc(S(=O)(=O)N3CCCC3)cc2s1)c1ccc(F)cc1,7,2,12,12,4,-2,2,7,-0.2
Cc1ncsc1CCOC(=O)c1ccccc1,11,2,16,-6,1,3,-3,9,0.5
COc1ccc(C(=O)C2CCCN(C(=O)c3ccoc3C)C2)cc1F (centres undefined),-28,2,-1,15,10,-2,0,-2,0.1
Cc1ccc(C2c3[nH]c4ccccc4c3C[C@H]3C(=O)N(c4ccccc4C(=O)N4CCC[C@H]4C(=O)O)C(=O)N23)cc1 (some centres undefined),-9,-1,-9,8,4,3,2,3,-0.4
O=S(=O)(/C=C/c1ccccc1)N1CCN(c2nc(-c3ccccc3)nc3ccccc23)CC1,9,2,-17,8,0,-1,4,0,1.6
O=C(Nc1ccccc1F)c1oc2ccccc2c1NC(=O)C1CC1,-9,-2,-6,-12,-3,2,-2,-1,4.4
O=C(NCCCCNCCCNC(=O)c1ccccc1)c1ccccc1,-10,1,-8,11,-1,-7,1,10,-1.1
CCOCCCNC(=O)Cc1ccc(-n2c(CC)nc3cccnc32)cc1,-15,1,4,-3,-5,10,-3,4,-1.5
CC(C)CN1C(=O)c2ccc(C(=O)Nc3ccccn3)cc2C1=O,1,7,4,-7,2,-5,1,11,-0.7
O=C(COC(=O)C12CC3CC(CC(O)(C3)C1)C2)Nc1ccc(Br)cc1F,-14,9,8,14,5,5,2,0,0.3
CC(=O)Nc1ccc(Nc2ncnc3c2nnn3Cc2ccccc2Cl)cc1,3,11,-3,-6,-8,8,5,-7,-0.7
CC(=O)c1c(OCC(=O)N(C)C2CCCCC2)ccc2c(C)cc(=O)oc12,-12,0,-2,0,10,-5,0,22*,-0.8
O=C(N=C1SC2CS(=O)(=O)CC2N1Cc1ccc(F)cc1)C1CC1 (centres undefined),-32,9,-12,10,-3,0,0,-1,0.5
O=C(COc1ccc(S(=O)(=O)N2CCCCC2)cc1)NC1CCCCC1,13,1,-12,0,-3,-1,-3,1,0.3
CC(C)OC(=O)c1cc2c(=O)[nH]c(C(Cl)(Cl)Cl)nc2o1,22,1,21,-10,-1,4,-2,6,0.6
O=C(NC(=S)Nc1ccccc1N1CCCC1)c1ccco1,-9,6,9,-27,6,7,0,-6,4.5
Cc1ccc(NC(=S)N2CCc3[nH]c4ccccc4c3C2)cc1,64*,69*,-21,8,-4,13,2,-3,1.0
COc1ccccc1N1CCN(C(=O)c2c(-c3ccccc3)noc2C)CC1,-5,13,-11,24,-4,2,4,4,-4.1
CCOC(=O)/C(=C/Nc1ccc(F)cc1)[N+](=O)[O-],-19,3,1,6,0,7,1,6,1.0
CCOC(=O)C1=C(O)C(=O)NC(c2ccccc2)=C(OC2CCCCC2)C1,-13,15,22,3,-3,8,-2,14,-0.4
COc1ccc(NC(=O)CSc2nccn2Cc2ccccc2)c(OC)c1,-11,0,1,4,-7,24,-5,-1,-2.0
COc1ccc(C)cc1NC(=O)CCCN1C(=O)CCC1=O,3,2,-11,17,7,0,3,8,0.6
COC1=CC(=O)C(O)=C(CCCCCCC/C=C/CCCCCCCC2=C(O)C(=O)C=C(OC)C2=O)C1=O,.,.,4,10,8,0,2,4,-1.0
CCCn1c(CN2CCN(C(=O)OCC)CC2)nc2cc(NC(C)=O)ccc21,6,-2,3,19,1,8,-1,4,2.3
CN(C(=S)NC(=O)c1ccc(Br)o1)c1ccccc1,-22,2,3,13,0,4,-3,3,5.7
COc1ccc(-c2sc3ccccc3c2/C=C/c2ccc(OC)c(OC)c2)cc1,2,3,-5,20,1,10,0,5,6.8
CC(C)(C)c1cnnn1-c1ccc(C=O)cc1,0,5,-18,-12,-5,5,-2,-4,-2.6
Cc1ccc2c(c1)c(-c1ccccc1)nc1nnnn12,-11,7,-3,8,-5,13,0,-2,-0.6
CCOC(=O)N1CCC(NC(=O)CCc2nc(-c3ccccc3F)no2)CC1,-1,9,-3,16,-2,-11,-3,8,0.8

# Single records, from the list above. Order of screens: TAAR1 antag	TAAR1 agonist	CRFR2-BP antag	CHO-K1 Ca PAM	CHRM5 PAM	M5 antag	M5 ag	CHRM4 PAM	CRFBP-R2 agonist
# Profile of CN(C(=S)NC(=O)c1ccc(Br)o1)c1ccccc1 : -22	2	3	13	0	4	-3	3	5.7
# Profile of COc1ccc(-c2sc3ccccc3c2/C=C/c2ccc(OC)c(OC)c2)cc1 : 2	3	-5	20	1	10	0	5	6.8
# Profile of CC(C)(C)c1cnnn1-c1ccc(C=O)cc1 : 0	5	-18	-12	-5	5	-2	-4	-2.6
# Profile of CCOC(=O)C1=C(O)C(=O)NC(c2ccccc2)=C(OC2CCCCC2)C1 : -13	15	22	3	-3	8	-2	14	-0.4
# Profile of COC1=CC(=O)C(O)=C(CCCCCCC/C=C/CCCCCCCC2=C(O)C(=O)C=C(OC)C2=O)C1=O : .	.	4	10	8	0	2	4	-1.0

# (list continues)
SMILES,TAAR1 antag,TAAR1 agonist,CRFR2-BP antag,CHO-K1 Ca PAM,CHRM5 PAM,M5 antag,M5 ag,CHRM4 PAM,CRFBP-R2 agonist
Cc1[nH]c2ccc(F)cc2c1CCN(Cc1ccco1)C(=S)NC(C)(C)C,0,12,-30,0,6,1,-3,17,3.1
O=c1[nH]c(Cc2ccc(Cl)cc2)nc2ccccc12,10,2,-15,14,-5,2,-1,7,1.4
Cc1cccc(NC(=O)CN2CCN(C(=O)C(C)Oc3ccc(C#N)cc3)CC2)c1C (centres undefined),2,4,-3,2,-2,2,5,-1,-1.4
CC(C)(C)OC(=O)C[C@@H]1C/C=C\C[C@@H](CC(=O)N(CCO)Cc2ccccc2)C(=O)N2CCC[C@H]2COC1=O,18,4,-10,-3,2,-6,3,-2,0.0
O=C(COC(=O)/C=C/c1ccc(C(F)(F)F)cc1)NC1CC1,10,1,-3,-11,-8,6,4,2,-1.3
Cc1cc(C)nc(SCC(=O)Nc2ncc(Cc3ccc(Cl)c(Cl)c3)s2)n1,-2,1,16,-7,-8,8,1,6,-0.7
COC(=O)N/N=C/c1ccc(-c2ccc(Cl)c(Cl)c2)o1,5,0,2,20,-2,-2,7,-2,-0.1
Cc1ccc(P(=O)(OCCN2CCOCC2)C(C)(C)C)o1 (centres undefined),-23,9,15,16,0,0,1,6,0.1
O=C(NCCn1cccc1)c1cccc2ccccc12,10,10,20,10,5,-3,-4,6,-2.3
COC(=O)CN(n1cnnc1)S(=O)(=O)c1ccc(C)cc1,8,0,-48,-3,-8,2,-1,-5,-0.1
COc1ccc(/C=C/C(=O)NC2CCS(=O)(=O)C2)cc1 (centres undefined),-43,2,12,9,-3,1,-2,6,-0.9
N#Cc1nc(-c2ccc(F)cc2)oc1N1CCN(C(=O)c2ccco2)CC1,-7,1,-5,9,-9,13,-3,-2,-3.0
O=C(NCc1ccc(N2CCCC2=O)cc1)c1cccc(Cl)c1,-24,3,5,-5,-10,18,-4,-6,-2.7
O=C(NC1CC2CCCC(C1)N2CC(=O)N1CCCc2ccccc21)C1CCCCC1 (centres undefined),-8,10,8,-6,-5,-4,-17,-1,-0.8
O=C(NCc1ccccc1)c1ccc(N2C(=O)C3CCCCC3C2=O)cc1 (centres undefined),-8,3,-11,16,-1,-2,-1,8,3.6
O=C(O)C1SCCN1S(=O)(=O)c1ccc2ccccc2c1 (centres undefined),-15,3,-8,14,0,2,0,11,-0.9
OCCNc1ncnc2c1sc1nc(N3CCOCC3)c3c(c12)CCC3,6,1,6,7,-13,12,-1,-6,-4.7
